Bioassay records: PubChem BioAssay, National Center for Advancing Translational Sciences (NCATS)
HCMV antiviral = human cytomegalovirus inhibition; HFF cells, HCMV-luciferase reporter, 72 h; active compounds read low; activity change, negative = inhibition, % at 57.5 µM; 4.5% of 410,000 active; in the data active = activity change below about -60%; inconclusive = no clear call, values can overlap the other calls; inactive = above about -39%
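Human foreskin fibroblasts infected with luciferase-reporter HCMV at MOI 1 PFU/cell, compounds at two doses. Luciferase measured 72 h post infection; normalized to buffer-only basal and Salinomycin (10uM) controls.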
HCV inhibitor = inhibitors of hepatitis C virus infection; Potency, µM (titrated, usually from 41.8 µM), without a hit: at the top dose activity change, negative = inhibition, most hits filed as inhibitors; Huh7.5.1 HCVcc-Cre infection, luciferase reporter, 44 h; 3.4% of 340,000 active; note: potency is the fitted concentration of half-maximal effect
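After 44 h co-culture of compound, cells and HCVcc-Cre (~0.5 moi), substrate is added for 15 min at room temperature and luciferase measured over 15 sec. Cells were seeded at 1,000/well and pre-cultured 4 h.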
Sm TGR inh = inhibitors of Schistosoma mansoni thioredoxin glutathione reductase; Q962Y6; purified TGR, DTNB reduction, TNB absorbance 405 nm; Potency, µM (doses to about 114 µM), for inactives: top-dose activity change, negative = inhibition, usual class: inhibitors; 3% of 360,000 active; AID 485364; note: potency is the fitted concentration of half-maximal effect; nearly all actives have a fitted effect of over 60% in size
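Kinetic colorimetric format: TGR-catalysed, NADPH-driven DTNB reduction monitored via TNB absorbance. Enzyme dispensed at 20 nM; compound exposure 15 min at room temperature before reaction start.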
Giardia FBPA inh = blocks Giardia fructose-bisphosphate aldolase activity | A8B2U2 | purified Giardia FBPA | Potency, µM (titrated, usually from 59.6 µM), for the others: at the highest dose activity, negative = inhibition, usual class: inhibitors | 0.71% of 290,000 active; note: potency is the fitted concentration of half-maximal effect; nearly all actives have a fitted effect of over 55% in size
Target sequence (A8B2U2 whole entry, looked up): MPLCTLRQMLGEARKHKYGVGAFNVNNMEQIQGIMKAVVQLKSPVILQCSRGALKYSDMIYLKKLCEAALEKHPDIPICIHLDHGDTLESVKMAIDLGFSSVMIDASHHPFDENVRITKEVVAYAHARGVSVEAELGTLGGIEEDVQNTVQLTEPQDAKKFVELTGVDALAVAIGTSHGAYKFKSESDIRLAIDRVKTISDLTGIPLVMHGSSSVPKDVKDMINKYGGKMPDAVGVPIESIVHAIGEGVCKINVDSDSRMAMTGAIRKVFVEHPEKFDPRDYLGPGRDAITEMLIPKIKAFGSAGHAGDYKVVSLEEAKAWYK
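Giardia FBPA (40 nM reagent) was preincubated 10 min at RT with compound (up to 57.5 uM final), then substrate plus GAPDH/TPI/NAD/arsenate coupling system with diaphorase/resazurin was added; resorufin fluorescence (525/598 nm) was read after 20 min.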
AmpC inh no detg = inhibitors of E. coli AmpC beta-lactamase without detergent. 0.52% of 330,000 active. P00811. Potency, µM (series often up to 57.1 µM), for the others: at the highest dose activity change, negative = inhibition, hits mostly inhibitors. AID 485341. AmpC nitrocefin hydrolysis, absorbance 480 nm, 0.0001% Triton;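 note: potency is the fitted concentration of half-maximal effect; plate controls were no compound for no effect and no enzyme for full effect; nearly all actives have a fitted effect of over 20% in size; some results filed as inactive show a strong effect at the top dose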
Target sequence (P00811 whole entry, looked up): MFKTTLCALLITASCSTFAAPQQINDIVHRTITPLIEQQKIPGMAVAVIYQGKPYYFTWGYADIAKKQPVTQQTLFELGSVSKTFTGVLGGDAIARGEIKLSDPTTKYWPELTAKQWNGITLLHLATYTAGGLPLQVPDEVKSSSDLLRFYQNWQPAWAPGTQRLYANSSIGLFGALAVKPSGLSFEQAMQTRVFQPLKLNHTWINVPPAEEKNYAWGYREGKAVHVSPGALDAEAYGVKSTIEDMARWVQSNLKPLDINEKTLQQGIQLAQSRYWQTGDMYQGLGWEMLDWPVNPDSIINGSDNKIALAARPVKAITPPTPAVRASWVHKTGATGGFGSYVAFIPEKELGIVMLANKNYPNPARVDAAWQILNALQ
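20 mM phosphate pH 7.0 + 0.01% (detergent screen) or 0.0001% Triton X-100; 5.3 nM AmpC reagent; cpd preinc 15 min RT; nitrocefin (800 uM stock) to start; A480 q20 s × 4 min; Activity was normalised to no-enzyme and no-compound control wells.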
AmpC inh detg = inhibitors of E. coli AmpC beta-lactamase with detergent; 0.041% of 370,000 active; Potency, µM (doses to about 114 µM), for the others: at the highest dose activity change, negative = inhibition, actives largely listed as inhibitors; AmpC hydrolysis of nitrocefin, absorbance 480 nm, 0.01% Triton; P00811;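 note: potency is the fitted concentration of half-maximal effect; 0% = no-compound wells and -100% = no-enzyme wells; nearly all actives have a fitted effect of over 25% in size; some results filed as inactive show a strong effect at the top dose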
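20 mM phosphate pH 7.0 + 0.01% (detergent screen) or 0.0001% Triton X-100; 5.3 nM AmpC reagent; cpd preinc 15 min RT; nitrocefin (800 uM stock) to start; A480 q20 s × 4 min; Activity was normalised to no-enzyme and no-compound control wells.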
* hit, by the source's call; ? = inconclusive; . = not tested or not shown; [ ] = remark or other dose. Unless noted, calls come from the whole dose curve; as a rule, active = well fitted curve in the direction sought with a large enough effect; inconclusive = small, poorly fitted or top-dose-only effect, or another doubt; inactive = no such curve, though single readings can be large; an effect the other way counts as inactive or inconclusive. Unless noted, % is set by controls: 0 for no effect and ±100 for the full control effect.

SMILES	HCMV antiviral	HCV inhibitor	Sm TGR inh	Giardia FBPA inh	AmpC inh no detg	AmpC inh detg
O=C(NCC1CCCO1)c1cccc(S(=O)(=O)NCc2ccccc2)c1 (stereo not drawn)	0	-2%	3%	6%	-14%	4%
O=C(OCCN1CCCCC1)C1(c2ccccc2)CCCC1	?	-35%	0%	0%	21%	1%
Cc1ccc(NC(=O)Cn2c(-c3ccc4c(c3)OCO4)cn(-c3ccccc3)c2=O)cc1	77	.	1%	.	.	5%
O=C(/C=C/c1cccc([N+](=O)[O-])c1)Nn1c(-c2ccccc2F)nc2ccccc2c1=O	57	-6%	-10%	4%	-15%	-14%
CCC[N+](C)(C)C(C)C(OC(C)=O)c1ccccc1 (stereo not drawn)	19	?	2%	0%	-17%	0%
c1ccc(Oc2cccc(OCCCCN3CCCC3)c2)cc1	?	10µM*	-6%	-19%	21%	-20%
COC(=O)/C(C#N)=C/c1c(Oc2cc(C)cc(C)c2)nc2ccccn2c1=O	18	-1%	-3%	-1%	-14%	4%
COc1ccc(C(C(=O)NCc2ccccc2)N(Cc2cccnc2)C(=O)c2snc(C(N)=O)c2N)cc1OC (stereo not drawn)	-17	8%	1%	.	23%	3%
O=C(NCc1ccccc1)c1ccc2c(c1)nc1n2CCOC1	4	.	-1%	.	.	12%
O=[n+]1cc(-c2ccc(Cl)cc2)n([O-])c2c1CCCCC2	-18	19%	-3%	6%	-7%	?
O=C(N/N=C/c1cccs1)c1ccccn1	114	2%	-4%	-3%	-10%	-7%
CC(=O)Nc1ccc(S(=O)(=O)N(C)CC(=O)OCC(=O)c2cc(C)n(-c3ccc4c(c3)OCO4)c2C)cc1	27	6%	-3%	-5%	3%	?
O=C(O)c1cccc(NC(=O)c2ccc(N3C(=O)c4ccc(C(=O)Nc5cccc(C(=O)O)c5)cc4C3=O)cc2)c1	-14	19%	4%	-15%	-21%	5%
Cc1sc2nc(SCC(=O)Nc3ccc(S(=O)(=O)NCCCC(=O)O)cc3)[nH]c(=O)c2c1C	-18	5%	5%	4%	-37%	2%
Cc1ccc(NC(=O)CCN2C(=O)c3ccccc3S2(=O)=O)cc1C	19	22%	9%	.	-35%	-11%
Cc1ccc(-c2nc(CSCC(=O)NCC3CCCO3)c(C)o2)cc1 (stereo not drawn)	-30	-24%	?	7%	46%	-7%
Cc1ccc(C2OC(=O)C=C2c2ccccc2)cc1 (stereo not drawn)	-31	12%	4%	.	-6%	1%
COC(=O)c1ccc(CSC2=NC[C@@H]3[C@@H]4C(=O)N(Cc5ccccc5)C(=O)[C@@H]4[C@](C)(C(=O)OC)N23)cc1	1	10%	.	.	23%	.
CN(C)S(=O)(=O)n1cc(/C=C(\NC(=O)c2ccccc2)C(=O)NCCN2CCOCC2)c2ccccc21	-29	-2%	-12%	.	188%[activator]	-2%
Cc1ccc(CN(C(=O)c2ccc([N+](=O)[O-])cc2)C2CCS(=O)(=O)C2)o1 (stereo not drawn)	-15	11%	4%	1%	6%	-9%

Compound profiles, from the list above. Order of screens: HCMV antiviral, HCV inhibitor, Sm TGR inh, Giardia FBPA inh, AmpC inh no detg, AmpC inh detg
Cc1ccc(C2OC(=O)C=C2c2ccccc2)cc1 (stereo not drawn) as listed: -31, 12%, 4%, ., -6%, 1%
COC(=O)c1ccc(CSC2=NC[C@@H]3[C@@H]4C(=O)N(Cc5ccccc5)C(=O)[C@@H]4[C@](C)(C(=O)OC)N23)cc1 as listed: 1, 10%, ., ., 23%, .
O=C(O)c1cccc(NC(=O)c2ccc(N3C(=O)c4ccc(C(=O)Nc5cccc(C(=O)O)c5)cc4C3=O)cc2)c1 as listed: -14, 19%, 4%, -15%, -21%, 5%
Cc1ccc(NC(=O)CCN2C(=O)c3ccccc3S2(=O)=O)cc1C as listed: 19, 22%, 9%, ., -35%, -11%
CN(C)S(=O)(=O)n1cc(/C=C(\NC(=O)c2ccccc2)C(=O)NCCN2CCOCC2)c2ccccc21 as listed: -29, -2%, -12%, ., 188%[activator], -2%

(next part)
SMILES	HCMV antiviral	HCV inhibitor	Sm TGR inh	Giardia FBPA inh	AmpC inh no detg	AmpC inh detg
COc1ccccc1NC(=S)N(CCc1nc2cc(C)c(C)cc2[nH]1)Cc1cccnc1	27	?	-14%	-1%	85%[activator]	?
CCCCc1nnc(NC(=O)CSc2nc(C)cc(=O)[nH]2)s1	-4	8%	1%	-9%	-19%	?
Cc1ccc(NC(=O)Nc2cc(C(F)(F)F)c[nH]c2=O)cc1	-35	1%	5%	6%	-20%	-5%
Nc1cc(-c2ccc(Br)cc2)nc2cc(-c3ccccc3)nn12	-3	-15%	-4%	-3%	-36%	-12%
O=C(CCS(=O)(=O)c1ccc2c(c1)NC(=O)CS2)NCc1ccccc1Cl	.	8%	0%	-6%	-21%	-14%
O=C(O)c1ccccc1C(=O)OCc1ccccc1	90	13%	-26%	20%	.	3%
CCOc1ccccc1NC(=O)c1cc2c(=O)[nH]c3ccccc3c2s1	7	.	4%	.	.	1%
COc1ccc(C(=O)N/C(=C\c2cn(S(=O)(=O)N(C)C)c3ccccc23)C(=O)NCCN2CCOCC2)cc1	13	-8%	-6%	-2%	216%[activator]	?
CCOc1ccc(-n2nnnc2SCC(=O)N2CCOCC2)cc1	-31	5%	-11%	5%	-19%	-9%
Cn1cnc(S(=O)(=O)NC2CCN(Cc3c(F)cccc3Cl)CC2)c1	7	1%	-2%	.	-11%	?

Taken from above:
Value for CCCCc1nnc(NC(=O)CSc2nc(C)cc(=O)[nH]2)s1 under HCMV antiviral: -4
Value for Nc1cc(-c2ccc(Br)cc2)nc2cc(-c3ccccc3)nn12 under HCV inhibitor: -15%

More records.
SMILES	HCMV antiviral	HCV inhibitor	Sm TGR inh	Giardia FBPA inh	AmpC inh no detg	AmpC inh detg
OC(CNCCNc1ncccc1C(F)(F)F)Cn1ccc2ccccc21 (stereo not drawn)	-4	?	-18%	1%	11%	-6%
O=C(COc1ccccc1)OCc1cc(-c2ccco2)on1	-2	-19%	-17%	.	-20%	-3%
Cn1c(C(=O)OC(C(=O)NCc2ccco2)c2ccncc2)cc2sccc21 (stereo not drawn)	50	-11%	5%	8%	-4%	-14%
Cc1ccc(-n2nnc(-c3nccs3)n2)cc1	-31	-6%	-2%	2%	-9%	-8%
Oc1ccc(NCc2cccs2)cc1	-32	7%	50µM*	-9%	-39%	0%
CC(C)c1ccc(NC2CCCN(C(=O)CCn3cnnn3)C2)cc1 (stereo not drawn)	5	19%	-9%	.	54%	3%
O=S(=O)(/N=C(/c1ccc(Cl)cc1)N1CCOCC1)c1ccc(Cl)cc1	-30	6%	4%	8%	29%	-1%
CC(=O)N1N=C(c2cccc([N+](=O)[O-])c2)OC1(C)c1cccs1 (stereo not drawn)	73	?	-29%	5%	3%	7%
Cn1ccc2c(OCC(=O)NCc3ccccc3Cl)cccc2c1=O	5	.	8%	.	.	-1%
Cc1ccc(-c2nnc(-c3ccc(NC(=O)c4cccs4)cc3)o2)cc1	-36	?	-1%	0%	-10%	0%
Cc1cccc2cc3cccc(C)c3nc12	-23	-23%	-14%	-9%	-21%	3%
CN1CCN(CC(=O)Nc2nc3c(s2)CCCC3)CC1	101	-7%	15%	0%	-8%	-5%
Cc1cc(C(=O)NNC(=S)NC(C)c2ccccc2)c2ccccc2n1 (stereo not drawn)	-13	-6%	-19%	17%	-37%	-9%
CCOC(=O)c1ccc(S(=O)(=O)N2CCN(C3CC(=O)N(c4ccccc4C(F)(F)F)C3=O)CC2)cc1 (stereo not drawn)	-25	19%	0%	.	143%[activator]	?
Cc1ccc(CNC(=O)C(=O)NCC2CCCN2S(=O)(=O)c2cc(C)ccc2C)cc1 (stereo not drawn)	?	?	0%	.	?	-12%
O=C1C(=O)N(CCN2CCOCC2)C(c2cccnc2)/C1=C(/O)c1ccccc1 (stereo not drawn)	.	.	-10%[57.1 µM]	0%	-9%	-1%
Cc1ccc(-n2nc3c(=O)n(CCCC(=O)NC(C)c4ccccc4)nc(C)c3c2C)cc1 (stereo not drawn)	22	.	0%	.	.	13%
Cc1cc(NC(=O)C2CC=CCC2C(=O)O)ccc1NC(=O)c1ccccc1 (stereo not drawn)	24	14%	-35%	.	-30%	3%
Cc1cc(Nc2ccc(C)c(C)c2)n2cnnc2n1	34	.	0%	.	.	3%
Cc1ccc(S(=O)(=O)CCC(=O)Nc2ccccc2Br)cc1	?	0%	2%	-3%	-22%	2%
CN(C)CCCNc1nc(-c2ccccc2)c2c(c1C#N)CC(C)(C)OC2	-34	?	-10%	1%	26%	1%
CC(C)(C)c1cnnn1-c1ccc(-c2csc(N)n2)cc1	-35	-5%	-5%	15%	-23%	3%
CCc1ccc(NC(=O)CSc2nc3ccccc3nc2Cc2ccccc2OC)cc1	8	.	-2%	.	.	1%
C=CCN(c1cccc(C(F)(F)F)c1)S(=O)(=O)c1cccc(C(=O)OCC(=O)NC)c1	-24	-1%	-10%	0%	143%[activator]	-1%
COc1ccc(S(=O)(=O)N2CCN(CC(=O)Nc3ccccc3OC)CC2)cc1	-14	5%	8%	.	1%	-3%
Cc1cc(C)c2oc(C(=O)Nc3nnc(C(C)C)s3)cc(=O)c2c1	-66*	-6%	-13%	1%	-17%	?
Cc1ccc(Cn2c(=N)n(CC(O)COc3ccccc3)c3ccccc32)cc1 (stereo not drawn)	-35	?	4%	-1%	30%	10%
O=C(Cn1ncc2c3ccccc3n(Cc3cccc(Cl)c3)c2c1=O)NC1CCCCCC1	12	.	-2%	.	.	22%
Cc1ccc(S(=O)(=O)N2CCCCC2CCNC(=O)C(=O)NCCc2ccco2)cc1 (stereo not drawn)	-7	?	-9%	.	-6%	-4%
COc1ccc2c(c1)C1(Nc3ccccc3C(=O)N1c1ccccc1)C(=O)N2 (stereo not drawn)	-22	20%	3%	-7%	-32%	-16%
CCOc1ccccc1N1CC(c2nc3ccccc3n2CCOc2ccc(C(C)(C)C)cc2)CC1=O (stereo not drawn)	-18	.	-16%	.	.	-4%

Reformatted bar-delimited: entries from further up
canonical_smiles | HCMV antiviral | HCV inhibitor | Sm TGR inh | Giardia FBPA inh | AmpC inh no detg | AmpC inh detg
Cc1cc(C(=O)NNC(=S)NC(C)c2ccccc2)c2ccccc2n1 (stereo not drawn) | -13 | -6% | -19% | 17% | -37% | -9%
CCOC(=O)c1ccc(S(=O)(=O)N2CCN(C3CC(=O)N(c4ccccc4C(F)(F)F)C3=O)CC2)cc1 (stereo not drawn) | -25 | 19% | 0% | . | 143%[activator] | ?

Among those listed so far, 2 have a cyano group.
SMILES	HCMV antiviral	HCV inhibitor	Sm TGR inh	Giardia FBPA inh	AmpC inh no detg	AmpC inh detg
COC(=O)/C(C#N)=C/c1c(Oc2cc(C)cc(C)c2)nc2ccccn2c1=O	18	-1%	-3%	-1%	-14%	4%
CN(C)CCCNc1nc(-c2ccccc2)c2c(c1C#N)CC(C)(C)OC2	-34	?	-10%	1%	26%	1%
